TRPML3 agonist – human TRPML3 channel agonists, primary screen, cell-based, HEK293 TRPML3-YFP, Fluo-8 calcium fluorescence, 3 µM. Mucolipin-3 (Homo sapiens), Q8TDD5. 100% = the carbachol control signal. activation, % at 3 µM. hit rate 0.29% among 220,000. AID 1448, 2008;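 active means activation above its plate's cutoff, the mean activation of the plate's test wells plus 3 SD, cut at about 12% in these data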;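 further: 0% = DMSO only wells and 100% = carbachol wells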
Target sequence (Q8TDD5 whole entry, looked up): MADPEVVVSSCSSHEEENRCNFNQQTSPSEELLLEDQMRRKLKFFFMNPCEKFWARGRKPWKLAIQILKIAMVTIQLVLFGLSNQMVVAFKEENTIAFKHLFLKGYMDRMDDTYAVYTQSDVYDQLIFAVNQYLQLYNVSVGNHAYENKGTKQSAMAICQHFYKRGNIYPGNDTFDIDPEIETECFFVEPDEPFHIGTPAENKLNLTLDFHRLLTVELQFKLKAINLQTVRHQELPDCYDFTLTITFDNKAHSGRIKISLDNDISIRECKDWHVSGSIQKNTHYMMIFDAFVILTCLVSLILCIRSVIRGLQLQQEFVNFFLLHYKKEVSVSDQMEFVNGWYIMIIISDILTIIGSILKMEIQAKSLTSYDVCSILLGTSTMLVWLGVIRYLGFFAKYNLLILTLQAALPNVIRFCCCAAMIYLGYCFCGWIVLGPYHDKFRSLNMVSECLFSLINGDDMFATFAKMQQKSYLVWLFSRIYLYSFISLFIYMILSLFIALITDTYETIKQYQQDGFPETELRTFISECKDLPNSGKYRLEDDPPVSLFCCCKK
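Test system: TRPML3-YFP stable HEK293 cells. Doses: single point at 3 µM. Incubation: dye loading 1 h 37 °C then 30 min ambient, 125 s read. Signal: Fluo-8 calcium dye fluorescence, ex 470-495, em 515-575 nm. Measure: percent activation from peak-to-basal fluorescence ratio, scaled between DMSO and carbachol.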
S1P4 ag – S1P4 receptor agonists, primary screen, cell-based; Sphingosine 1-phosphate receptor 4 (Homo sapiens), O95977; S1P4-expressing cell line, agonist reporter assay; activation, % at 4.98 µM; hit rate 0.35% among 220,000; AID 1509, 2009; in the data active means activation above about 11%;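 further: 0% = DMSO vehicle and 100% = reference agonist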
Target sequence (O95977 whole entry, looked up): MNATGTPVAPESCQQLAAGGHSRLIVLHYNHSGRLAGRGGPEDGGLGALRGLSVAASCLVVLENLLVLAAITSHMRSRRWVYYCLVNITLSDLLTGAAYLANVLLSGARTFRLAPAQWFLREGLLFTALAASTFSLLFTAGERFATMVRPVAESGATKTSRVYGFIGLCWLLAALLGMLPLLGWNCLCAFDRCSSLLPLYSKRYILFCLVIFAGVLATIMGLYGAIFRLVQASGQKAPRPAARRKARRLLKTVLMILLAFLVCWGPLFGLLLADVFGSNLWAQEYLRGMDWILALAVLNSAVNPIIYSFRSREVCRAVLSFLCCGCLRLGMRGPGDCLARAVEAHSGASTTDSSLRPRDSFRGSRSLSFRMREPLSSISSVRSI
PERK inhibitor – block of dimerizer-induced PERK translation repression, primary screen, PERK inhibitor project, CHO PERK-DD cells, SEAP luminescence, HTS. inhibition, % at 5.6 µM. hit rate 0.17% among 220,000. CHO PERK-DD fusion, SEAP luminescence translation reporter. Eukaryotic translation initiation factor 2-alpha kinase 3 (Homo sapiens), Q9NZJ5;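 active means inhibition above the mean inhibition of all tested compounds plus 3 SD, set separately per screening campaign, cut at about 2.9% in these data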;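 further: PERK kinase domain activated by AP20187 dimerizer at 100 nM; 0% = DMSO with dimerizer and 100% = rapamycin at 8.4 µM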
S1P4 antag – S1P4 receptor antagonists, primary screen, cell-based. Sphingosine 1-phosphate receptor 4 (Homo sapiens), O95977. S1P4-expressing cells, antagonist mode, reporter read-out. inhibition, % at 4.98 µM. hit rate 0.26% among 220,000. AID 1510, 2009; in the data active means inhibition above about 29%;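 further: 0% = wells stimulated with agonist and 100% = vehicle wells without agonist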
EP2 modulator – EP2 receptor modulators, cAMP readout, primary screen, cell-based, HTRF cAMP, PGE2 stimulation | Prostaglandin E2 receptor EP2 subtype (Homo sapiens), P43116 | EP2-expressing cells, cAMP HTRF FRET, PGE2 co-stimulation | induction, % at 25 µM | hit rate 0.83% among 260,000 | AID 940, 2007;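 active means compounds whose cAMP rise, as percent of the full-agonist control response, exceeds 60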;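 further: rat C6 glioma line stably carrying human EP2 under a CMV promoter; the protocol text gives 20 µM as final concentration; 100% = response of wells given 1 µM PGE2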
BaF3 tox – parental Ba/F3 cell viability inhibition, counter-screen for JAK2V617F inhibitor project, murine pro-B, CellTiter-Glo luminescence; CellTiter-Glo ATP luminescence; inhibition, % at 5.6 µM; hit rate 1.1% among 220,000; AID 1486, 2009;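 active means inhibition above a per-campaign cutoff, the mean inhibition of all tested compounds plus 3 SD, cut at about 27% in these data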;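 further: 0% = DMSO wells and 100% = JAK Inhibitor I control wells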
Calpain2 inh – inhibitors of pig calpain II, primary screen, biochemical, fluorogenic peptide substrate, 1536-well | purified calpain II, 30 min | inhibition, % at 16 µM | hit rate 0.37% among 220,000;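 active means inhibition above about 50%, limit read from the data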
TRPN1 ag – zebrafish TRPN1 channel agonists, primary screen, cell-based, HEK293, calcium fluorescence; transient receptor potential cation channel N1 (TRPN1/NompC), Danio rerio; HEK293 zebrafish TRPN1-YFP, Fluo-8 calcium fluorescence; 100% = response to 87 µM carbachol; hit rate 0.18% among 220,000; activation, % at 3 µM;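 active means activation above its plate's cutoff, the mean activation of test wells on that plate plus 3 SD, cut at about 19% in these data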;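 further: 0% = DMSO alone and 100% = 87 µM carbachol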
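System: zebrafish TRPN1-YFP in HEK293 cells / Dosing: 3 µM single point / Timing: dye loading 1 h at 37 °C, then 30 min room temperature / Signal: Fluo-8 calcium fluorescence, excitation 470-495 nm, emission 515-575 nm / Read-out basis: percent activation from peak over basal fluorescence ratio, control-normalized / Control set: high carbachol 87 µM, low DMSO alone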
Ba/F3 V617F tox – reduced viability of JAK2V617F-dependent Ba/F3 cells, primary screen, JAK2V617F inhibitor project, cell-based, Ba/F3 EpoR-JAK2V617F, luminescence; ATP luminescence; inhibition, % at 5.6 µM; hit rate 1.1% among 220,000; AID 1446, 2008;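 active means inhibition above the campaign mean plus 3 SD over all tested compounds, cut at about 24% in these data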;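 further: cytokine-independent growth of Ba/F3 cells driven by EpoR plus mutant JAK2; 0% = DMSO-treated cells and 100% = JAK inhibitor I control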
Numbers without * were called inactive; & = joins results of further samples. Rows are unselected, and some 3.6% of all compounds hit somewhere here.

The opening three entries, to show the layout:
SMILES	TRPML3 agonist	S1P4 ag	PERK inhibitor	S1P4 antag	EP2 modulator	BaF3 tox	Calpain2 inh	TRPN1 ag	Ba/F3 V617F tox
COc1ccc(-c2csc(NC(=S)NC(=O)c3ccco3)n2)cc1	-0.6	-0.7	1.4	-13	13	7	-55	1.2	1
O=C1CS/C(=C/C(=O)c2cccc(Cl)c2)N1	0.8	1.0	0.4	-14	-19	3	40	1.1	4
COc1ccccc1C1CCN(C(=O)c2cccs2)CC1	-0.5	0.5	0.0	-3	12	4	12	-1.2	-2

Main list (from the top)
SMILES	TRPML3 agonist	S1P4 ag	PERK inhibitor	S1P4 antag	EP2 modulator	BaF3 tox	Calpain2 inh	TRPN1 ag	Ba/F3 V617F tox
COc1ccc(-c2csc(NC(=S)NC(=O)c3ccco3)n2)cc1	-0.6	-0.7	1.4	-13	13	7	-55	1.2	1
O=C1CS/C(=C/C(=O)c2cccc(Cl)c2)N1	0.8	1.0	0.4	-14	-19	3	40	1.1	4
COc1ccccc1C1CCN(C(=O)c2cccs2)CC1	-0.5	0.5	0.0	-3	12	4	12	-1.2	-2
COc1ccc(/C(C)=N/NS(=O)(=O)c2ccccc2)c(OC)c1	0.5	1.3	2.0	-4	-6	3	34	-0.2	-4
CN(C)c1ccc(NC(=O)CCn2c(=S)oc3ccccc32)cc1	-0.4	0.1	0.4	-1	-5	8	-14	-1.4	1
CCOC(=O)c1c(NC(=O)CCC(=O)NCc2ccco2)sc2c1CCCC2	-0.9	1.5	-1.4	-19	22	-2	22	-3.5	-2
COc1cccc(N2C(=O)C3NN=C(C(=O)CN4C(=O)c5ccccc5C4=O)C3C2=O)c1 (stereo not given)	0.8	0.3	2.3	-4	19	2	11	0.2	-4
COc1cc(C(=O)NCCNC(=O)C2CCCNC2=O)cc(OC)c1OC (stereo not given)	0.2	1.3	0.8	-9	17	-1	13	1.6	0
O=Cc1ccc2oc3nc4n(c(=O)c3c(=O)c2c1)CCCS4	0.6	1.9	0.4	-9	-4	3	-260	-0.4	1
Cc1nc([N+](=O)[O-])nn1C12CC3CC(CC(Br)(C3)C1)C2	-0.1	-0.1	0.5	-20	4	4	5	0.8	3
O=C(NC(=O)c1cnccc1C(F)(F)F)Nc1ccccc1	1.3	1.6	0.4	4	-23	0	-2	-0.9	2
COc1ccc(Cl)cc1NC(=O)CCc1ccccc1	-0.3	-2.1	0.4	-6	-26	1	17	-1.0	-2
O=C(CC(=O)N/N=C\c1c(Cl)cccc1Cl)NCc1ccccc1	-0.2	-1.9	1.4	7	-9	8	16	2.4	1
NC1=C([N+](=O)[O-])C(c2ccccc2)C2=C(CCCC2=O)O1 (stereo not given)	0.3	-0.3	1.1	0	7	2	5	-0.1	-3
COC(=O)Cc1ccc(NC(=S)Nc2ccccn2)cc1	1.8	-1.3	1.5	-4	-54	5	-12	2.7	0
CC1CCCCN1CCNC(=O)Cn1nc(-c2ccccc2)ccc1=O (stereo not given)	0.3	0.9	0.4	-10	2	1	1	0.7	-5
COc1ccc(CNC(=O)CN2C(=O)C3CCCN3c3ncc(Cl)cc32)cc1 (stereo not given)	0.2	0.8	-1.1	-16	-19	2	-314	-1.1	-3
Cc1cc2sc(C(=O)O)c(C)c2s1	0.6	0.6	1.7	-6	23	-2	10	0.3	-5
CC(=O)Nc1ccc(OS(=O)(=O)c2ccc([N+](=O)[O-])cc2)cc1	1.2	-1.4	1.0	-5	-23	5	-30	0.9	-2
Brc1ccc(NC2=Nc3ccccc3CC2)cc1	0.5	-0.6	0.8	-14	-27	-2	-1	-0.6	-4
CC(=O)NC(=S)c1c(N)n(Cc2ccccc2)c(=O)n(C)c1=O	0.1	-0.9	-0.8	2	28	15	-21	1.4	7
COc1ccc(C(=O)COC(=O)CCC(=O)c2cccs2)cc1	0.6	1.9	0.4	-26	-8	2	1	0.3	-3
CCc1cc(=O)oc2cc(OCC(=O)OC)c(Cl)cc12	0.2	-1.2	0.9	-40	4	5	-43	0.6	5
COc1ccccc1N/C=C/c1onc(C)c1[N+](=O)[O-]	3.4	-0.1	0.6	-13	-3	5	-10	5.3	1

Looked up above:
CCc1cc(=O)oc2cc(OCC(=O)OC)c(Cl)cc12 in S1P4 antag is entered as -40
COc1ccccc1N/C=C/c1onc(C)c1[N+](=O)[O-] in TRPML3 agonist is entered as 3.4
O=C(CC(=O)N/N=C\c1c(Cl)cccc1Cl)NCc1ccccc1 in PERK inhibitor is entered as 1.4
COc1ccc(CNC(=O)CN2C(=O)C3CCCN3c3ncc(Cl)cc32)cc1 (stereo not given) in S1P4 antag is entered as -16
CC(=O)Nc1ccc(OS(=O)(=O)c2ccc([N+](=O)[O-])cc2)cc1 in TRPML3 agonist is entered as 1.2
CC1CCCCN1CCNC(=O)Cn1nc(-c2ccccc2)ccc1=O (stereo not given) in TRPN1 ag is entered as 0.7

(further entries)
SMILES	TRPML3 agonist	S1P4 ag	PERK inhibitor	S1P4 antag	EP2 modulator	BaF3 tox	Calpain2 inh	TRPN1 ag	Ba/F3 V617F tox
CC1(C)CC(=O)C(C=NCC2CCN(C(=S)Nc3ccccc3)CC2)=C(O)C1	0.5	-0.1	-0.7	-1	-8	-1	-13	-1.1	-3
CC(C)Sc1cc(N2CCCC2)nc(-c2ccccc2Cl)n1	0.5	4.9	0.9	9	43	3	1	0.3	0
O=C(NC(Cc1ccc2c(c1)OCO2)C(=O)NC(Cc1ccccc1)C(=O)O)c1ccccc1 (stereo not given)	-0.3	0.2	-0.7	3	14	6	0	0.2	0
CN1CCCC(C#CC(O)(c2ccccc2)c2ccccc2)C1 (stereo not given)	0.3	0.2	0.6	-12	-4	8	18	0.2	1
O=C(Nc1nnc(Cc2c[nH]c3ccccc23)s1)c1ccc(Cl)cc1Cl	1.3	1.8	0.6	-4	-25	5	-24	1.8	-2
COc1cccc(-c2nnc(NC(=O)C(C)C)o2)c1	0.7	3.0	1.6	-4	11	3	-20	0.5	-3
COc1ccc(OC)c2[nH]c(=O)c(CCNC(=O)Cc3cccs3)cc12	0.3	0.6	0.9	-6	-16	5	-39	0.0	3
Cc1ccc(-c2nc3ccccc3[nH]2)cc1NC(=O)c1ccc2c(c1)OCO2	-0.9	0.2	-0.6	-2	-23	6	-41	-1.6	3
O=C(O)CCC(=O)N(Cc1ccco1)C1CC(=O)N(c2ccccc2)C1=O (stereo not given)	1.1	-0.6	0.8	1	17	0	-21	0.6	-5
O=C(N/C(=C/c1cccnc1)C(=O)N1CCOCC1)c1ccccc1	0.4	-2.0	0.3	-13	16	10	18	1.7	6
CS(=O)(=O)c1ccc2nc(NC(=O)c3ccco3)sc2c1	0.7	-0.8	1.4	5	11	5	11	1.8	0
CC(C(=O)NC1CCCC1)N(Cc1ccc2c(c1)OCO2)C(=O)c1snc(C(N)=O)c1N (stereo not given)	0.3	-1.2	-0.4	-3	-19	4	-56	0.7	0
COC(=O)NCC12CC3CC(C1)CC(CNC(=O)OC)(C3)C2	0.7	0.1	0.3	-6	10	0	10	-0.6	-1
COc1ccc(-c2noc(CCC(N)=O)n2)cc1OC	0.9	1.3	1.8	5	8	2	3	0.1	-1
O=C(Cn1nnc(-c2ccccc2F)n1)Nc1cccc2ncccc12	0.7	1.4	-0.6	-2	-10&-27	4	-14	1.2	1
Cc1nnc(SCC(=O)NNC(=O)CC#N)[nH]c1=O	0.3	4.7	1.8	-12	-3	2	8	0.2	1
COc1ccc(CC(=O)n2[nH]c(=O)cc(C)c2=O)cc1OC	0.1	0.8	1.4	15	-32	-2	7	-0.4	2
Cc1cc(C)c2nc(SCC(=O)N3CCCCC3)c(C#N)cc2c1	-0.1	0.8	-0.4	-16	6	3	3	-1.5	1
CCOc1ccc(Nc2nc(Cc3nnc(SCC(=O)NCc4ccco4)n3CC)cs2)cc1	-1.2	-0.5	-1.6	16	-16	6	-31	0.0	5
COCCNC(=O)CS(=O)Cc1nc(-c2ccc(OC)cc2)oc1C (stereo not given)	0.9	0.2	0.9	-16	14	3	-5	0.7	-3
Cc1ccc(S(=O)(=O)/N=C(\N)Nc2nc(C)c3ccccc3n2)cc1	-0.5	0.0	-0.2	-11	0	6	5	-1.0	1
Cc1cccc(-n2nnnc2SCC(=O)NCCN2C(=O)CSC2=O)c1	0.1	1.1	0.2	-6	20	1	-14	-0.2	3
CC(C)C(NS(=O)(=O)c1ccccc1)C(=O)OCc1cc([N+](=O)[O-])cc2c1OCOC2 (stereo not given)	4.5	-1.6	0.8	-4	5	4	44	-1.0	1
O=C(CCC1COc2ccccc2O1)NCc1ccco1 (stereo not given)	0.2	-0.7	0.5	-3	-46	3	-3	-0.2	-1
Cc1cc(C)c(S(=O)(=O)NCCCn2ccnc2)c(C)c1	1.1	-2.4	-0.7	-16	-32	3	13	0.2	-7
Cc1noc(C)c1COc1ccc(C(=O)OCC(=O)NCCN2C(=O)CSC2=O)cc1	0.0	0.5	1.1	-5	28	7	6	1.6	1
CN(C)CCN(C(=O)c1ccc(S(=O)(=O)N(C)c2ccccc2)cc1)c1nc2cc3c(cc2s1)OCCO3	-0.4	-0.6	0.6	-5	-37	0	-21	-0.3	-1
CCOc1ccc(-n2c(N)c(C(=O)NCc3ccco3)c3nc4ccccc4nc32)cc1	0.2	-1.9	-1.8	-1	7	1	-147	-0.5	-3
Cc1c(C=O)c2ccccc2n1CC(=O)NCc1ccc2c(c1)OCO2	1.4	0.6	0.5	-4	-14	5	-28	2.6	3
COc1ccc([N+](=O)[O-])cc1N(CC(=O)NCCC1=CCCCC1)S(C)(=O)=O	1.6	-2.1	-0.3	-2	4	-2	2	-0.2	-6
Cc1ccc(Cl)cc1N1CCN(CC(=O)Nc2ccc3[nH]c(=O)[nH]c3c2)CC1	0.0	1.7	0.6	-9	15	4	-26	-0.8	-1
Clc1c(-c2nnc3n2CCC3)sc2ccccc12	-0.1	2.4	0.8	-14	-11	3	12	-0.1	0
CC(C)NC(=O)c1ccc2c(=O)n(CC3CCCO3)c(=S)[nH]c2c1 (stereo not given)	1.0	-0.5	0.3	-2	-40	2	33	0.8	-1
Cc1ccc(NC(=O)c2ccccc2-c2ccccc2C(=O)O)cc1C	1.0	-1.1	0.4	3	20	7	-1	0.4	4
